# Screens: PubChem, National Center for Advancing Translational Sciences (NCATS)
# RXFP1 antagonist: antagonists of human relaxin receptor RXFP1 | AID 1259400 | Q9HBX9 | activity change, negative = inhibition, % at 57.5 µM | 350,000 compounds, 0.59% hits | HEK293-RXFP1, relaxin-stimulated cAMP HTRF, 30 min; hits give low values;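 active = activity change of -60% or lower, but not beyond a set lower limit; inconclusive = change between -60% and -40%, or beyond the set limit; inactive = change above -40%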
# Target sequence (Q9HBX9 whole entry, looked up): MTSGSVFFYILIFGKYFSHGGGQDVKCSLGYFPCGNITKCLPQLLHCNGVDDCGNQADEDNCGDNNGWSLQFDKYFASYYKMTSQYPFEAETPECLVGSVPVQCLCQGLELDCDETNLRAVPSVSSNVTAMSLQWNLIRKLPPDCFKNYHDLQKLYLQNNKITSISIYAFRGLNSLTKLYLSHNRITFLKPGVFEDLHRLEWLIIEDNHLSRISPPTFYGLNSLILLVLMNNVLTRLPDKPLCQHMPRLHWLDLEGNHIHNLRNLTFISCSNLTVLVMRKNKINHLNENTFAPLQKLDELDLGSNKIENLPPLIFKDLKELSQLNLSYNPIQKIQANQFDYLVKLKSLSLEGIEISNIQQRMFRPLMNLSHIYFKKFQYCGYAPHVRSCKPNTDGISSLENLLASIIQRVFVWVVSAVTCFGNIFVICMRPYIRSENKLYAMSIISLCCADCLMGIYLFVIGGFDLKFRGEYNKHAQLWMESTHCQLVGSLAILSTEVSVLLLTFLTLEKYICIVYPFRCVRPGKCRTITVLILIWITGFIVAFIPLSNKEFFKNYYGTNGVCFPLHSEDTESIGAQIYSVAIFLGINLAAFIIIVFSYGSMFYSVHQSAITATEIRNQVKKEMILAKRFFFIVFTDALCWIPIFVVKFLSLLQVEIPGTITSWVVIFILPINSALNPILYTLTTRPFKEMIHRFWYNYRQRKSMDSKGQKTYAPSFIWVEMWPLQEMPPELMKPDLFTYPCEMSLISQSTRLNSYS
# An asterisk follows results filed as active; ? = inconclusive. % is scaled to controls: 0 for no effect and ±100 for the full control effect.
RXFP1 antagonist	structure
-6.3	CC1CN(S(=O)(=O)c2cccc(C(=O)OCC(=O)N3CCCCCC3)c2)CC(C)O1 (centres undefined)
3.0	C#CCN(C[C@@H]1[C@@H](OC(=O)NCc2ccc(OC)c(OC)c2)[C@@H](OC(=O)NCc2ccc(OC)c(OC)c2)Cn2c(=O)ccc(=O)n21)S(=O)(=O)c1ccc(C)cc1
-6.9	O=[N+]([O-])c1csc2ccccc12
6.1	O=C(Nc1ccccc1)c1n[nH]c(Cn2cncn2)n1
2.6	CC1CN(C(=O)COC(=O)c2ccc3ccccc3c2)CC(C)O1 (centres undefined)
6.4	COc1cccc(NC(=O)N(C)C[C@H]2Oc3cc(Br)ccc3S(=O)(=O)N([C@H](C)CO)C[C@H]2C)c1
6.1	O=C(COC(=O)Cc1cccs1)Nc1cc(S(=O)(=O)N2CCOCC2)ccc1Cl
7.5	CC(OC(=O)/C=C/c1ccco1)C(=O)NC1CCCCC1 (centres undefined)
3.9	C#CCN(C[C@@H]1[C@@H](OC(=O)NC2CC2)[C@@H](OC(=O)NC2CC2)Cn2c(=O)ccc(=O)n21)S(=O)(=O)c1ccc(C)cc1
-8.0	COc1ccccc1NC(=O)c1ccc(NC(=O)CN2CCCCC2)cc1
-15.9	CCN1CCN(C(=S)c2ccc(OCC(=O)Nc3ccc(OC)cc3)cc2)CC1
-18.3	CCCCOc1ccc(C(=O)NCC(=O)OCC(=O)c2c(N)n(C)c(=O)n(C)c2=O)cc1
-2.2	COc1ccc(C(=O)N/C(=C/c2cccs2)C(=O)N2CCN(C)CC2)cc1
-5.5	COc1cccc(NC(=O)CC2C(=O)NC3CCCCC3N2C(=O)c2ccccc2)c1 (centres undefined)
-14.9	CCN(c1ccccc1)S(=O)(=O)c1ccc(C(=O)NC2CCN(Cc3ccccc3)CC2)cc1
-12.5	Brc1ccsc1/C=N/Nc1ccccc1
2.9	Cc1cc(C)c(C)c(S(=O)(=O)Nc2ccccc2N2CCOCC2)c1C
-11.5	CCCCN1C(=O)C(CC(=O)NCCc2ccccn2)CC(C(=O)N(C(C)C)C(C)C)=C1C (centres undefined)
6.1	CC(=O)Nc1ccc(NC(=O)COC(=O)c2ccc([N+](=O)[O-])o2)cc1
7.2	Cc1cc(NC(=O)CSc2nnc(-c3ccccc3F)n2N)no1
-10.1	O=C(Nc1ccccc1C(=O)Nc1ccccc1)c1ccccc1Br
3.3	O=C(CN1C(=O)NC2(CCc3ccccc32)C1=O)Nc1ccc(Cl)cc1F (centres undefined)
-3.2	C=CCn1c(SCC(=O)Nc2cccc(S(N)(=O)=O)c2)nc2sc(C)c(C)c2c1=O
-13.4	CN1C/C(=C/c2ccccc2[N+](=O)[O-])C(=O)/C(=C\c2ccccc2[N+](=O)[O-])C1
1.8	CC(C)CC1(C)CNC(=O)NC1
11.5	CCOC(=O)C1=C(c2ccccc2)NC(=O)NC1c1cccc(OC)c1OC (centres undefined)
7.6	COc1ccc([C@H]2N[C@]3(CCCN(Cc4ccc(C(F)(F)F)cc4)C3=O)[C@H]3C(=O)N(Cc4ccccc4)C(=O)[C@@H]23)cc1
-5.4	CCN(CC)c1ccc(C(=O)NNC(=O)Cn2c(=O)cnc3ccccc32)cc1
-4.5	CCc1cc[n+](C(C(=S)Nc2cccc(C)c2)=C([O-])c2ccc(C)c([N+](=O)[O-])c2)cc1
0.2	CN(C)S(=O)(=O)c1cccc(NC(=O)C2CCCN(C(=O)c3ccc(Cl)cc3)C2)c1 (centres undefined)
-13.9	Cc1c(CCO)c(=O)n2n1CCCC2
-5.9	COc1ccc([C@H]2C[C@H](n3cc(C4CC4)nn3)[C@@H](O)CN2CC2CCCCC2)cc1
-4.1	CC(=O)Nc1ccc(NC(=O)CS(=O)(=O)c2cn(CC(=O)N3CCCCC3)c3ccccc23)cc1
1.0	CCCCCn1nc(C(=O)OCc2nc(N)nc(Nc3ccccc3)n2)c2ccccc2c1=O
-4.4	CN(C)CCO/N=C(\c1ccc(Br)cc1)c1cccnc1
-3.1	C=C(C)c1cccc(C(C)(C)NC(=O)N2CCN(C(=O)OCC)CC2)c1
-16.6	CN(Cc1ccccc1)C(=O)COC(=O)CCC(=O)c1ccc(Cl)cc1
?	CCCCCOc1ccccc1/C(=C\SC)n1ccnc1
-1.0	Cc1ccc(S(=O)(=O)N(C)C[C@H]2Oc3cc(C#Cc4ccccc4)ccc3S(=O)(=O)N([C@H](C)CO)C[C@@H]2C)cc1
-1.4	O=C(O)c1ccc(NC(=S)Nc2ccc(S(=O)(=O)Nc3ccccn3)cc2)cc1

# Some of the entries so far, in CSV form.
mol,RXFP1 antagonist
CCN(c1ccccc1)S(=O)(=O)c1ccc(C(=O)NC2CCN(Cc3ccccc3)CC2)cc1,-14.9
Brc1ccsc1/C=N/Nc1ccccc1,-12.5
Cc1cc(C)c(C)c(S(=O)(=O)Nc2ccccc2N2CCOCC2)c1C,2.9
CCCCN1C(=O)C(CC(=O)NCCc2ccccn2)CC(C(=O)N(C(C)C)C(C)C)=C1C (centres undefined),-11.5

# Continued:
RXFP1 antagonist	structure
-6.2	O=C(O)[C@H](O)[C@@H](O)[C@H](O[C@@H]1O[C@H](CO)[C@H](O)[C@H](O)[C@H]1O)[C@H](O)CO
17.5	Cn1nc(C(=O)OCC(=O)NCc2ccc(Cl)cc2Cl)c2ccccc2c1=O
-2.8	COc1ccc(C=NNC(=O)CCCCC(=O)NN=Cc2ccc(OC)cc2)cc1
2.0	COc1ccc2c(Cl)cc(NC(=O)Nc3c(C)cccc3C)nc2c1
-3.8	CCOc1cc2[nH]c(=S)n(CCCN3CCN(C)CC3)c(=O)c2cc1OCC
4.3	CCN(CC)CCCC(C)n1c(C)cc(C(=O)NS(=O)(=O)c2ccc(C)cc2)c1C (centres undefined)
-7.5	CCCc1cc(CN2CCOCC2)c(O)c(CN2CCOCC2)c1O
1.6	COc1cc2ccnc(C=NO)c2cc1OC
-0.3	O=C(COC(=O)c1ccccc1Cl)NCc1ccco1
4.3	O=C(CCCc1ccccn1)c1ccccc1
3.7	O=C(OCC(=O)N1CCCCCC1)c1cccc(Cl)c1Cl
-4.9	C[C@@H]1CN([C@@H](C)CO)C(=O)CCCn2nncc2CO[C@@H]1CN(C)C(=O)Cc1ccccc1
-4.4	Cc1nn(C)c(Oc2ccc(Cl)cc2)c1C(=O)Nc1ccc(F)cc1F
-18.2	CC[C@@]1(O)C(=O)OCc2c1cc1n(c2=O)Cc2c-1nc1ccccc1c2/C=N/OC(C)(C)C
-0.4	COc1cc(C(=O)OCC(=O)N2CCCC2=O)cc(OC)c1C
0.7	CCOc1ccc(C(C)NC(=O)c2cccs2)cc1OCC (centres undefined)
-1.0	Cc1ccc2nc(COC(=O)c3cnccn3)cc(=O)n2c1
3.4	COc1ccccc1C(=O)NC1CC2CCCC(C1)N2Cc1ccccc1 (centres undefined)
-9.3	O=c1[nH]ncn2cccc12
0.6	C[C@H]1CN([C@@H](C)CO)C(=O)c2cc(Br)cnc2O[C@@H]1CN(C)C(=O)CN(C)C

# Part of the list above, set out differently:
compound | RXFP1 antagonist
C[C@@H]1CN([C@@H](C)CO)C(=O)CCCn2nncc2CO[C@@H]1CN(C)C(=O)Cc1ccccc1 | -4.9
CCOc1ccc(C(C)NC(=O)c2cccs2)cc1OCC (centres undefined) | 0.7

# Next compounds
RXFP1 antagonist	structure
-3.7	COc1ccc(OC)c(NC(=O)CN2c3cccc4cccc(c34)S2(=O)=O)c1
3.1	O=C(COC(=O)Cn1cnc2ccccc21)Nc1ccccc1C(F)(F)F
-7.3	CCN(CC)c1ncnc2c1nnn2C
1.2	O[C@H]1CN(CC2CCCCC2)[C@@H](c2ccc(Cl)cc2)C[C@@H]1n1cc(-c2ccc(F)cc2)nn1
-0.3	Cc1noc(C)c1COc1ccccc1C(=O)N1CCN(S(=O)(=O)c2ccc(C(C)C)cc2)CC1
-1.8	O=C(NC(c1ccccc1)c1ccccc1)c1ccccc1
2.9	O=C(C1CC1)N1CCN(Cc2ccccc2)CC1
5.8	Cc1cnc(N)nc1-c1ccccc1
6.4	CN1OC[C@@H]2CN(S(=O)(=O)c3cccc(C(F)(F)F)c3)[C@H](c3ccc(-c4cc5ccccc5o4)cc3)C[C@@H]21
3.1	Cc1nnc(SCC(=O)NNC(=O)c2ccc(F)cc2)n1Cc1ccccc1

# Retrieved one by one from above, seven records:
RXFP1 antagonist	structure
-7.3	CCN(CC)c1ncnc2c1nnn2C
6.1	O=C(Nc1ccccc1)c1n[nH]c(Cn2cncn2)n1
0.6	C[C@H]1CN([C@@H](C)CO)C(=O)c2cc(Br)cnc2O[C@@H]1CN(C)C(=O)CN(C)C
0.2	CN(C)S(=O)(=O)c1cccc(NC(=O)C2CCCN(C(=O)c3ccc(Cl)cc3)C2)c1 (centres undefined)
-18.2	CC[C@@]1(O)C(=O)OCc2c1cc1n(c2=O)Cc2c-1nc1ccccc1c2/C=N/OC(C)(C)C
17.5	Cn1nc(C(=O)OCC(=O)NCc2ccc(Cl)cc2Cl)c2ccccc2c1=O
-10.1	O=C(Nc1ccccc1C(=O)Nc1ccccc1)c1ccccc1Br

# (next part)
RXFP1 antagonist	structure
0.1	CSCCC(NC(=O)c1ccccc1Br)C(=O)N1CCN(C/C=C/c2ccccc2)CC1 (centres undefined)
1.8	O=C(NCC(=O)N1CCN(Cc2ccccc2)CC1)c1ccccc1Cl
-6.8	Cc1ccc(S(=O)(=O)N2CCOCC2)cc1NC(=O)c1ccc(F)cc1F
-3.3	Cc1ccc(NC(=O)c2ncn(CCCNCC3CCCCC3)n2)cc1C
-8.2	O=C1/C(=C\c2ccccc2)CCC/C1=C/c1ccccc1
12.5	Cc1nc2ccccn2c(=O)c1NC(=O)COc1ccccc1
-4.0	O=C(NN=Cc1ccccc1Cl)c1cccc2ccccc12
?	O=C(Nc1cccc(S(=O)(=O)NCc2ccco2)c1)c1ccc(Cl)cc1
2.8	O=C(NN=Cc1cc(=O)[nH]c(=O)[nH]1)c1ccncc1
-8.2	CC(=O)N1CCN(C(=O)COC(=O)/C=C/c2ccc(C(F)(F)F)cc2)CC1
-4.0	CN(C)c1ccc(N=Nc2ccc3ncccc3c2)cc1
-8.1	Nc1nnc(-c2ccc([N+](=O)[O-])o2)s1
-18.5	Cc1ccc(NCCN(C)C)c2c(=O)c3cc(O)ccc3sc12
-7.6	Nc1nc(COC(=O)c2ccco2)nc(Nc2ccccc2)n1
-2.0	COc1cc(S(=O)(=O)n2ccc(C)n2)c(C)cc1C
1.2	NC(=O)c1ccsc1NC(=O)COC(=O)Cc1ccc(F)cc1
9.8	CCOC(=O)c1c(NC(=O)C2CCCN2S(=O)(=O)c2cccc3nsnc23)sc(C)c1C (centres undefined)
0.6	Cc1ccc(S(=O)(=O)Nc2cccc(C(=O)NCC(c3ccc(F)cc3)N3CCOCC3)c2)cc1 (centres undefined)
-7.8	CCOC(=O)C1CCCN(C(=O)c2sc3nc(-c4ccc(OC)cc4)cn3c2C)C1 (centres undefined)
10.5	O=C(CN1C(=O)NC2(CCc3ccccc32)C1=O)NC1CCCCC1 (centres undefined)
1.9	Cc1cc(C)n(-c2ccc(C(=O)OCC(=O)N3CCN(c4ccccc4)CC3)cc2)n1
3.9	Cc1cccc(NC2CNC(=O)NC2=O)c1 (centres undefined)
-28.8	Cn1c(=S)c2[nH]c(SCC3CCCO3)nc2n(C)c1=O (centres undefined)
3.2	C=CCn1c(C)cc(C(=O)COc2ccc(N(C)S(=O)(=O)c3ccc(NC(C)=O)cc3)cc2)c1C
-10.1	CC(Sc1nc(-c2ccccc2)c(-c2ccccc2)[nH]1)C(=O)NCC1CCCO1 (centres undefined)
-3.3	CSc1cccc(NC(=O)COC(=O)C2(c3ccccc3)CC2)c1
-8.9	Cc1cc(=O)[nH]c(SCC(=O)Nc2nc3c(s2)CCCC3)n1
-7.4	C[C@H](O)[C@@H]1C(=O)N2CCc3c([nH]c4ccccc34)[C@@H]2C[C@@H]1N(C)C(=O)Nc1ccccc1
2.8	COc1ccc(-c2ccc(CN3C(C(C)C)C(=O)N(Cc4cn(Cc5ccco5)nn4)CCS3(=O)=O)cc2)cc1OC (centres undefined)
3.4	COc1ccccc1NC(=O)COC(=O)C12CC3CC(CC(Br)(C3)C1)C2
-0.7	CCc1ccc(-c2ccc(SCC(=O)NC3CCCC3)nn2)cc1
5.7	Cc1ccccc1OCC(=O)NNC(=O)Cn1[nH]c(=O)c2ccccc2c1=O
-38.1	Cc1cc(O)c(C(C)C)cc1N=Cc1ccc([N+](=O)[O-])cc1
9.9	Cc1cccc(NC(=O)c2ccc(S(=O)(=O)N(C)CC3CCCO3)cc2)c1C (centres undefined)
-1.8	CC1CC(C)CN(C(=O)CSc2nnc3ccccn23)C1 (centres undefined)
0.4	COc1ncnc2c1ncn2CCCNCC(c1ccccc1)c1ccccc1
-8.5	CN(c1ccccc1)S(=O)(=O)c1ccc(Cl)c(C(=O)NCc2ccco2)c1
-26.9	Cn1c(-c2cc3c(C(F)(F)F)nn(C)c3s2)n[nH]c1=S
-0.9	CCCCn1c(-c2nonc2NC(=O)c2ccccc2Cl)nc2ccccc21
-12.8	COC(=O)c1sccc1NC(=O)c1cccc(Cl)c1
-12.8	O=C1CC2CC1C(C(=O)O)C2C(=O)O (centres undefined)
9.2	COc1ccccc1C(=O)NNC(=O)c1ccc2ccccc2c1O
3.5	Cc1cc(C)n2cc(CSc3nnc(-c4ccccc4)c(-c4ccccc4)n3)nc2n1
0.4	CCC1(CC)SC(N)=NC1=O
-3.5	O=C1CSC(=S)N1N=Cc1ccccc1O
1.0	CCCCOC(=O)C1=C(C)N(C)C(=O)NC1c1cc2c(cc1Br)OCO2 (centres undefined)
4.3	COC(=O)C[C@@H]1C[C@H]2c3cc(NS(=O)(=O)c4ccccc4)ccc3O[C@H]2[C@@H](CO)O1
7.0	O=C(/C=C/c1ccco1)N1CCN(S(=O)(=O)c2cccc([N+](=O)[O-])c2)CC1
-3.0	CCOc1cc(/C=N/NC(=O)c2c(C)nc3ccc(Cl)cn23)ccc1O
1.9	COc1cc2c(cc1OC)C(c1cc(Br)ccc1O)N(C(C)=O)CC2 (centres undefined)
7.0	CC(=O)OCC1OC(n2cc(F)c(=O)[nH]c2=O)C(OC(C)=O)C1OC(C)=O (centres undefined)

# Some of the compounds tested; the hit share may differ from the screen's.
